# Compound activity deposited in PubChem by several laboratories.
# eIF4E 4G PPI: inhibitors of eIF4E and eIF4G interaction in translation initiation; TR-FRET eIF4E-eIF4GI(517-606) binding, 2 h; inhibition, % at 21.7 µM; actives 0.37% (n = 220,000);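 active = inhibition above about 30%, limit read from the data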;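 note: 0% = full FRET control wells and 100% = background wells lacking eIF4GI fragment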
# Target sequence (P63073 whole entry, looked up, the tested form may be a part): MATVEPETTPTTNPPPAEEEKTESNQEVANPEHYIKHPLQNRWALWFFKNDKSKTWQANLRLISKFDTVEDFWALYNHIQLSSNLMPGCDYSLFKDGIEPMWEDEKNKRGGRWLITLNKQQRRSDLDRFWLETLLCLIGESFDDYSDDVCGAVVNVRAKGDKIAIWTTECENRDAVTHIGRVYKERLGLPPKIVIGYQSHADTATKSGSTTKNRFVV
# Target sequence (Q04637 whole entry, looked up, the tested form may be a part): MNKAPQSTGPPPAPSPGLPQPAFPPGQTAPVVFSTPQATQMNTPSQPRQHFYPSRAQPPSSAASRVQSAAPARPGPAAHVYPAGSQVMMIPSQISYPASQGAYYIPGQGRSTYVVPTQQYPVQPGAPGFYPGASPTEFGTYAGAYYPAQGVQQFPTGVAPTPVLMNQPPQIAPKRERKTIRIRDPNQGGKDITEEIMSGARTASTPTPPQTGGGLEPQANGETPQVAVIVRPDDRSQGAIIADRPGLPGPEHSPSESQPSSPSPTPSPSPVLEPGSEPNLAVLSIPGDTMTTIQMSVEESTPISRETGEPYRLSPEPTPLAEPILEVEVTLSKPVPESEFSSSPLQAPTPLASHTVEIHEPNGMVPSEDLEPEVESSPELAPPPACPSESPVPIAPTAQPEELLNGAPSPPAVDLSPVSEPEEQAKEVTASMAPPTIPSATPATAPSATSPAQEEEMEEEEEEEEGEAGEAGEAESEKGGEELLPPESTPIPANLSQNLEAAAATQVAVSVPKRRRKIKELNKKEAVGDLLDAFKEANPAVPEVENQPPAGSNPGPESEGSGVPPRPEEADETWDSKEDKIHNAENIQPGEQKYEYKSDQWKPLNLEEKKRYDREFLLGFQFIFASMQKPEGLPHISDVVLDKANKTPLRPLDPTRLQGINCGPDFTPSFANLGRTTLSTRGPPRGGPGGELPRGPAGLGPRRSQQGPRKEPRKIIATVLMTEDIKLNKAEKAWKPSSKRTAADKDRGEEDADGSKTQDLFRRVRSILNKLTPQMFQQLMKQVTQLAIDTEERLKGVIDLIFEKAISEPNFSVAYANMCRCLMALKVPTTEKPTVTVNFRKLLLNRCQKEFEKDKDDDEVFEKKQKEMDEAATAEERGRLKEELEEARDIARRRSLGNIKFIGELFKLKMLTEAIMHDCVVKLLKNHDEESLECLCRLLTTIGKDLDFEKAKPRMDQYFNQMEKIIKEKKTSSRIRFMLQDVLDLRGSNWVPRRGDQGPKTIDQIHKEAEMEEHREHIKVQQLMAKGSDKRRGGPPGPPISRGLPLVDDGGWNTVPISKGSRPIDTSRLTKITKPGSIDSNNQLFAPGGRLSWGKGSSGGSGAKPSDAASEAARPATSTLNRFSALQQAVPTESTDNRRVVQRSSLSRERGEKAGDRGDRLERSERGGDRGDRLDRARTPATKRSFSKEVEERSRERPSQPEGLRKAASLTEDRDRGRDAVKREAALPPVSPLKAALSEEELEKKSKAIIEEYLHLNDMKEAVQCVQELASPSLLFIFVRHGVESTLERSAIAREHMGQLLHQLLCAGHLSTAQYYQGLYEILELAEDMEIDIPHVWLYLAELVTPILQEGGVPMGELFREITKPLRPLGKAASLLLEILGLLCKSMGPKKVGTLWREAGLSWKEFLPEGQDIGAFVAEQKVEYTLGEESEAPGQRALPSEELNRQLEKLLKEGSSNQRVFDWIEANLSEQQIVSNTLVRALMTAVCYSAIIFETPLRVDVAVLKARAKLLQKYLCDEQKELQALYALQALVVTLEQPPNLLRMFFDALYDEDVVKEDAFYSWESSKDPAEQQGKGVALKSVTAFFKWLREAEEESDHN
# p97 inhibitor: inhibitors of human p97 ATPase | P55072 | recombinant p97 ATPase, Kinase-Glo ATP luminescence, 3 h | inhibition, % at 8 µM | actives 0.42% (n = 220,000); in the data active = inhibition above about 15%;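 note: 0% = DMSO vehicle and 100% = wells lacking enzyme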
# S1P4 ag: activates the human S1P4 receptor. activation, % at 4.98 µM. S1P4-expressing cell line, agonist reporter assay. actives 0.35% (n = 220,000). AID 1509; in the data active = activation above about 11%;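 note: 0% = DMSO vehicle and 100% = reference agonist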
# NPY-Y1 PAM-ag: potentiates or activates human NPY-Y1 receptor; P25929; activation, % at 3.6 µM; actives 0.37% (n = 220,000); NPY-Y1 expressing cells, potentiator/agonist activation; in the data active = activation above about 33%, passing the limit was not always enough;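 note: cells stimulated with NPY at EC10 then isoproterenol at EC100; 0% = low agonist plus stimulus and 100% = saturating agonist plus stimulus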
# NPY-Y1 antag: blocks the human neuropeptide Y Y1 receptor; HEK293-CNG Y1 cells, membrane potential fluorescence; NPY at EC95, then isoproterenol; inhibition, % at 3.6 µM; actives 1% (n = 200,000);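 active = inhibition above the campaign mean inhibition of all tested compounds plus 3 SD, cut at about 20% in these data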;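 note: 0% = DMSO wells given NPY plus isoproterenol and 100% = isoproterenol alone without NPY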
#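 Material: HEK293 Y1/CNG channel cell line | Also added: NPY (25 nM), isoproterenol (1 µM), Ro 20-1724 (25 µM) | Compound: One concentration, 3.6 µM, in 0.4% DMSO | Schedule: 3 h dye uptake, 1 h room-temperature compound, 45 min post-isoproterenol | Signal: Membrane-potential fluorescent dye readout | Read-out: % inhibition of NPY effect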
# S1P4 antag: human S1P4 receptor antagonism; S1P4-expressing cells, antagonist mode, reporter read-out; actives 0.26% (n = 220,000); inhibition, % at 4.98 µM; in the data active = inhibition above about 29%;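 note: 0% = wells stimulated with agonist and 100% = vehicle wells without agonist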
# NPY2 pot ag: human NPY-Y2 potentiation or agonism, primary screen; AID 1359; actives 0.45% (n = 220,000); cells expressing NPY-Y2, potentiator/agonist read-out; activation, % at 3.6 µM; P49146; in the data active = activation above about 27%;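 note: cells stimulated with NPY near EC25 plus isoproterenol at EC100; 0% = vehicle plus submaximal agonist and 100% = vehicle plus saturating agonist; some results beyond the cut were filed as inactive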
# EP2 mod: EP2 receptor (human) modulation; P43116; actives 0.83% (n = 260,000); induction, % at 25 µM; AID 940; EP2-expressing cells, cAMP HTRF FRET, PGE2 co-stimulation;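 active = compounds whose cAMP rise, as percent of the full-agonist control response, exceeds 60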;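 note: rat C6 glioma line stably carrying human EP2 under a CMV promoter; the protocol text gives 20 µM as final concentration; 100% = response of wells given 1 µM PGE2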
# PGE2 EP2 inh: blocks the human prostaglandin E2 receptor EP2; AID 1422; inhibition, % at 25 µM; actives 0.52% (n = 260,000); C6 glioma cells expressing human EP2, cAMP TR-FRET; cells stimulated with saturating PGE2;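 active = percent inhibition above 40 after rounding to a whole number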;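 note: rat C6 glioma host cells with rolipram phosphodiesterase inhibitor present; the protocol text gives 20 µM as final concentration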
# Starred values were filed as active, the others as inactive; x = not tested or not shown; & = joins results of further samples; [ ] = dose if it differs, or a comment. An excerpt (hit frequency here may not be typical).
no.	Compound	S1P4 antag	eIF4E 4G PPI	S1P4 ag	p97 inhibitor	EP2 mod	NPY2 pot ag	NPY-Y1 PAM-ag	NPY-Y1 antag	PGE2 EP2 inh
1	Cc1ccc(NC(=O)c2c(C(F)(F)F)nn(C)c2SCc2cccc(C(F)(F)F)c2)cc1C	-27	0[fluorescence artefact?]	-0.9	-9	23	21	34	11	12
2	O=C(NN=C1C2CC3CC1CC(Cl)(C3)C2)c1cccs1	-1	4	-0.9	-3	-3	-5	-5	-2	5
3	CCc1c(C)sc(NC(=O)OC)c1C(=O)N1CCOCC1	-15	-8	0.5	-6	9	-5	-3	-2	5
4	O=C(NCc1ccccc1)c1cc(=O)nc2sc(-c3ccccc3)nn12	-7	-1	-0.3	3	25	-2	-6	2	8
5	Cc1ccccc1NC(=O)Cn1cnc2c(oc3nc4c(cc32)COC(C)(C)C4)c1=O	-11	1	2.4	2	10	-2	-7	0	9
6	Cc1cc(Nc2nnnn2-c2ccccc2)n(-c2ccccc2)n1	-4	-5	1.4	3	-14	-15	8	5	7
7	Clc1ccccc1CO/N=C1\CCCc2nonc21	-16	9	-0.6	-2	16	-12	-8	-3	3
8	Cc1nc2cc(NC(=O)N3CCCC3)ccc2n1C	-25	0	0.5	3	-4	-10	-3	4	7
9	N#CC(c1ccc(Cl)cc1)N1CCOCC1 (configuration not stated)	-16	0	1.7	1	7	3	0	2	2
10	O=C(Cc1ccccc1)Nc1ccc(F)cc1	-9	0	-2.9	-5	-4	-1	-1	2	2
11	O=S1(=O)N=C(Nc2ccc(N3CCOCC3)c(Cl)c2)c2ccccc21	-9	2	0.1	1	-32	-6	-16	1	0
12	C[C@@H]1C(=O)O[C@@H]2[C@H](O)C34[C@H]5C[C@@H](C(C)(C)C)C36[C@H](OC(=O)[C@@H]6O)OC4(C(=O)O5)[C@@]12O (some centres not stated)	12	4	-0.5	6	-13	14	-17	3	9
13	O=C1c2ccccc2-c2c1cccc2C(=O)N(CCO)CCO	-34	-8[fluorescence artefact?]	3.1	3	5	-13	1	9	21
14	S=C(Nc1ccc(Br)cc1Cl)Nn1cnnc1	-18	3	2.4	0	-4	-5	2	3	5
15	CCc1ccc(NC(=O)CSc2ccccn2)cc1	-18	-2	-0.8	-5	-8	-20	-15	-3	7
16	O=C(/C=C/c1cccc([N+](=O)[O-])c1)NCCN1CCOCC1	2	6	0.0	8	-5	10	13	-5	11
17	Cc1cc([N+](=O)[O-])nn1CC(=O)NNC(=S)Nc1ccc(F)cc1	-9	-2	3.2	1	21	8	8	4	x
18	COC(=O)c1cn(NC(=O)c2cnccn2)c(=O)c2ccccc12	-16	-4	0.1	1	29	-4	-1	7	13
19	CCOc1ccc(NC(=O)CSc2nc3c(c(=O)n2C)SC(C)C3)cc1 (configuration not stated)	-3	0	1.2	4	-3	-1	-3	2	10
20	Cc1c2c(n3c(nc4ccccc43)c1C#N)N(c1ccccc1)CC2	-11	-3	0.4	3	-1	-8	-16	-5	12
21	Cc1cc(C(=O)Nc2nc3c(C)cccc3s2)c(C)o1	-5	1	0.3	1	12	4	10	2	15
22	Nc1nn(-c2ccccc2)c(N)c1N=Nc1ccccc1F	-27	-2[fluorescence artefact?]	0.6	9	-3	20	20	-1	8
23	Cc1cc(NC(=O)CSc2nc(N)c(NC(=O)c3ccccc3)c(=O)[nH]2)no1	7	-3	-0.4	2	-1	-6	-5	4	6
24	COC(=O)c1ccc(S(=O)(=O)NCCc2ccccc2OC)n1C	21	4	-0.5	2	-6	2	-4	x	8
25	CCOC(=O)N1CCC(NC(=O)c2ccc3c(c2)sc2nc(-c4cccc(OC)c4)cn23)CC1	-27	2	0.5	-3	-18	12	6	7	x
26	Cc1noc(C)c1C(=O)OCC(=O)Nc1cccc(S(=O)(=O)N(C)C)c1	-21	6[fluorescence artefact?]	-0.9	-1	2	-4	-31	-2	10
27	COC(=O)COc1cccc2c(=O)n(CC(=O)NCc3ccc(F)cc3)ccc12	8	3	0.1	-1	-14	-29	-12	5	12
28	CCOC(=O)C(Cc1c(F)cccc1Cl)c1ccnc2nc(N)nn12 (configuration not stated)	-6	5	2.3	-1	-6	7	-4	0	7
29	CCn1nc(NC(=O)c2ccco2)c2cc3cc(C)ccc3nc21	2	-4	1.8	0	-31	10	4	x	6
30	C/C(=N\Nc1cc(-c2ccccc2)nc(-c2ccc(Br)cc2)n1)c1cccc(N)c1	-6	x	-0.4	-2	x	10	17	-8	7
31	COc1ccc(CCNC(=O)COc2ccc(S(=O)(=O)N3CCOCC3)cc2)cc1OC	-7	-4	0.2	2	25	7	-12	-5	6
32	N/C(=N\S(=O)(=O)c1ccc(Cl)cc1)N1CCOCC1	-16	0	-0.3	7	6	2	7	x	12
33	Cn1cccc1C1(C(F)(F)F)NCCNC1=O (configuration not stated)	-1	1	1.1	4	16	9	-3	4	6
34	COc1ccccc1N(CC(=O)NCC1CCCO1)C(=O)CNS(=O)(=O)c1ccc(C)cc1 (configuration not stated)	-22	8	-0.7	4	18	10	2	0	4
35	CS(=O)(=O)n1nc(-c2ccccc2)nc1N	10	6[fluorescence artefact?]	-0.4	1	-16	1	15	0	4
36	CNC(=S)Nc1cc(OC)c(NC(=O)c2ccco2)cc1OC	-17	2	0.5	4	-5&4	19	11	-4	3&2
37	CCCCC(CC)Cn1c(O)c(/C=C2\C=NN=C2c2ccccc2)sc1=S (configuration not stated)	-2	3	1.1	5	6	-4	-10	3	4
38	CC(C)CNC(=O)c1cc([N+](=O)[O-])ccc1N1CCOCC1	-7	-3	4.4	0	-11	-6	-15	4	5
39	Cc1cc2ncn(CCOc3ccccc3C#N)c2cc1C	25	-2[fluorescence artefact?]	0.4	3	-9	12	3	4	9
40	CCOc1ccc(Br)cc1C(=O)N/N=C/c1ccc([N+](=O)[O-])cc1	-18	9	0.8	1	-26	5	0	-3	9
41	O=C(COC(=O)C1=COCCO1)Nc1ncc(C(F)(F)F)cc1Cl	-7	-10[fluorescence artefact?]	-1.9	1	19	-9	-13	11	10
42	COCCCNC(NC(=O)c1ccc(OC)cc1)C(Cl)(Cl)Cl (configuration not stated)	0	0	-0.3	6	-17	8	16	-7	5
43	N#C/C(=C(/O)COC(=O)CSc1ccc2ccccc2c1)c1nc2ccccc2[nH]1	-10	2	-1.2	3	0	-22	-28	14	7
44	Cc1ccc(NC(=O)Nc2c(Cl)cccc2Cl)cn1	-31	1	-1.0	5	17	18	13	x	8
45	CCOC(=O)c1c(C)[nH]c(N=Nc2cccc(OC)c2)c1C	-12	3	2.6	1	10	9	-7	-2	5
46	Cc1ccc(Cn2ccc(=O)c(Cc3c(Cl)cccc3Cl)c2C)cc1	-25	7	2.5	-1	-2	2	3	9	-4
47	COc1cccc(-c2ccc(-c3noc(-c4ccccc4F)n3)c(OC)n2)c1	-14	-1[fluorescence artefact?]	-1.1	1	28	9	-19	2	10
48	COc1ccc(N=C2NC(=O)/C(=C\c3ccco3)S2)cc1	-14	19	-1.2	1	-15	4	4	-3	7
49	COc1ccc(Cl)cc1-c1csc(N)n1	-16	-4	1.0	8	-14	-1	-1	-1	16
50	CC1Cc2ccccc2N1Cc1nc2cc(Cl)ccc2c(=O)[nH]1 (configuration not stated)	15	4	1.3	2	22	61*	65*	-1	14
51	O=c1c(Cl)c(N2CCOCC2)cnn1-c1ncc(C(F)(F)F)cc1Cl	-2	-4	0.1	1	25	2	17	-2	4
52	Cc1nc2ccccc2c(=O)n1NC(=O)C1CC1	-18	2	2.2	4	27	-6	1	13	10
53	O=c1[nH]c(SCc2ccccc2)nc2c1sc1ccccc12	-9	-1	-0.3	0	35	-4	-4	6	8
54	COc1ccc(OC)c(C(=O)N2CCC(C(=O)c3ccc(F)cc3)CC2)c1	-5	-3	-2.9	0	-27	-5	-15	0	6
55	CCCn1nnnc1NC(=O)c1cc(Br)ccc1OC	-4	0	-1.0	1	26	-3	21	1	2
56	O=S(=O)(c1ccc(Br)cc1)N1CCN=C1SCc1cccnc1	3	-3	0.3	0	8	-12	-3	2	8
57	N/C(=C/C(=O)c1ccccc1O)C(F)(F)F	-11	-1	-0.2	5	6	6	4	2	1
58	O/N=C1\CC(O)Cc2nonc21 (configuration not stated)	6	3	2.5	9	10	4	28	2	16
59	Cc1ccc(N=Cc2nc(-c3ccco3)oc2O)cc1	-7	2[fluorescence artefact?]	1.7	1	11	-3	3	-4	9
60	CN1CC(=O)N(CC(=O)Nc2ccc(F)cc2)c2ccccc2C1=O	-27	-2	1.5	7	13	12	-7	2	11

# Further results follow.
no.	Compound	S1P4 antag	eIF4E 4G PPI	S1P4 ag	p97 inhibitor	EP2 mod	NPY2 pot ag	NPY-Y1 PAM-ag	NPY-Y1 antag	PGE2 EP2 inh
61	O=C(O)Cn1cc(C(=O)C2CC2)c2ccccc21	-10	3[fluorescence artefact?]	1.1	-4	-33	-6	-8	3	6
62	O=C(O)c1cccc(N2C(=S)N=C(Nc3ccccc3)C23CCCCC3)c1	-10	0	3.2	1	36	10	9	0	4
63	CC1(C)C2CC=C(/C=N/NC(=S)Nc3cccnc3)C1C2 (configuration not stated)	-12	-4	-1.3	-2	-69	-2	15	2	7
64	CN1CCC2(CC1)Nc1nc(SCc3ccc(Cl)cc3)nn1C1=C2CN(C)CC1	-12	-1[fluorescence artefact?]	0.1	2	-28	-7	-1	4	15
65	COc1nn(CC(=O)N2N=C(C)CC2(O)C(F)F)cc1[N+](=O)[O-] (configuration not stated)	-8	5	0.0	-4	25	5	5	1	6
66	COc1cccc(C(=O)Nc2cc(NC(=O)c3ccco3)ccc2OC)c1	-16	5	-2.5	-2	26&4	-4	-12	0	8&7
67	Cc1ccc(NC(=O)COC(=O)CCC(=O)c2cccs2)c(C)c1	-1	0	1.5	-7	14	1	4	5	5
68	COC(=O)c1cc(OC)c(OC)cc1NC(=O)c1ccc(C)o1	-8	8	-7.4	-2	-2	-3	-17	4	11
69	O=C1COc2ccc(S(=O)(=O)Nc3ccc4c(c3)OCO4)cc2N1	-1	1	-1.1	-5	-81	1	11	4	5
70	O=C(c1csc2c1CCCC2)N1CCN(c2ncccn2)CC1	-33	-13	-1.5	-5	-10	2	-3	0	9
71	COc1ccc(-c2coc3cc(OC(=O)N4CCOCC4)ccc3c2=O)cc1	-3	-1	-1.2	-1	4	5	21	x	12
72	Cc1cc(O)ccc1Nc1nc(-c2cccs2)cs1	-9	-3	-0.8	6	16	3	2	-5	12
73	CCOc1ccc(/C=N/NC(=O)c2c(C)n(C)c3ccc(OC)cc23)cc1	-15	4	2.0	2	-1	-9	-12	0	6
74	Cn1nnnc1SCc1nc2ccccc2[nH]1	-198	-3	1.2	-3	2	8	1	-5	15
75	COc1ccc(CN2CCNC(=O)C2CC(=O)NCc2ccc(C)s2)c(OC)c1 (configuration not stated)	0	1	1.1	4	-8	-4	5	-5	5
76	CC(C)=N/N=C1\NC(=O)C(C)S1 (configuration not stated)	9	1	1.8	3	-2	-19	-7	x	9
